# Rtt109 HAT inh = blocks Candida albicans Rtt109/Vps75 acetyltransferase activity | Q5AAJ8 | purified Rtt109/Vps75, ThioGlo CoA-SH fluorescence, 4 h | inhibition, % at 34.9 µM | 0.16% of 330,000 active | AID 540336;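 active = inhibition of at least 50% in every replicate; inconclusive = best replicate reaches 50% inhibition but some replicates fall short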
# CAL PDZ FP-1 = human CAL PDZ-peptide interaction inhibition. Q9HD26. AID 504414. 0.02% of 330,000 active. purified CAL PDZ, TMR-peptide fluorescence polarization, 1 h. inhibition, % at 20 µM;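 active = highest replicate inhibition of at least 40%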;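 note: plate controls were DMSO neutral control wells for no effect and unlabeled competitor peptide control wells for full effect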
#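 System: purified tagged CAL PDZ domain construct (CerCALP). Schedule: 1 h incubation at room temperature before polarization reading. Medium: 25 mM sodium phosphate pH 7.4, 150 mM NaCl, TCEP, IgG, Thesit. Read-out: percent inhibition from loss of millipolarization. Measured by: FP readout, S and P plane fluorescence. Probe or stimulus: fluorescent TMR peptide probe.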
# NSD2 HMT inh = NSD2 (human) methyltransferase inhibition | 0.54% of 310,000 active | O96028 | AID 743445 | NSD2 peptide methylation, AlphaScreen, 120 min | inhibition, % at 12.5 µM; in the data active = inhibition above about 50%
# MITF TRPM1 HTS = MITF TRPM1 promoter activation in melanoma cells; AID 588334; SK-MEL-5 TRPM1-promoter luciferase, 24 h; % of positive control, neutral wells = 0; 0.75% of 300,000 active; activation, % at 12.5 µM;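 active = mean activation of at least 80% with every replicate also reaching 80%; inconclusive = mean reaches 80% but some replicate falls short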;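 note: 0% = neutral control wells and 100% = parthenolide positive control wells; values of inactives mirror those of a sister screen read the other way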
# dFosB act = mouse delta FosB homodimer activation. P13346. purified delta FosB, TAMRA-CDK5 oligo fluorescence polarization; percent of positive-control signal above neutral wells. activation, % at 25 µM. 0.99% of 340,000 active. AID 493131;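 active = mean activation above about 17%, with every replicate also reaching it, limit read from the data, passing the limit was not always enough; inconclusive = only one of the two conditions met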;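 note: fluorescence polarization rise as delta FosB binds a TAMRA Cdk5 AP-1 oligo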
# Target sequence (P13346 whole entry, looked up): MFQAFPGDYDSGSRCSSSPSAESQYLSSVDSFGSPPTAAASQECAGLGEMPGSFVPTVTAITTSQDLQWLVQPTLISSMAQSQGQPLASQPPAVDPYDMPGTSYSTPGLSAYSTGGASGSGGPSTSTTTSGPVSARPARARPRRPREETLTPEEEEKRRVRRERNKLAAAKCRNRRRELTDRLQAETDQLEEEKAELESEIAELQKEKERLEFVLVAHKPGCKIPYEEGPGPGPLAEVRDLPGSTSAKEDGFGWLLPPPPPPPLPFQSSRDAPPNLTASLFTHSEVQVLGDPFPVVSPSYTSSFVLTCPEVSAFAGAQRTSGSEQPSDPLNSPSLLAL
# SR-BI HDL uptake = inhibitors of mouse SR-BI mediated HDL lipid uptake; 0.96% of 320,000 active; Q61009; ldlA[mSR-BI] CHO cells, DiI-HDL uptake fluorescence, 3 h; inhibition, % at 12.5 µM;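 active = mean replicate inhibition of at least 70% and a set share of replicates each scoring 70 or more; inconclusive = meets just one of the two criteria; inactive = fails both criteria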;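 note: 0% = median of neutral control wells and 100% = median of positive control wells; values of inactives mirror those of a sister screen read the other way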
# Target sequence (Q61009 whole entry, looked up): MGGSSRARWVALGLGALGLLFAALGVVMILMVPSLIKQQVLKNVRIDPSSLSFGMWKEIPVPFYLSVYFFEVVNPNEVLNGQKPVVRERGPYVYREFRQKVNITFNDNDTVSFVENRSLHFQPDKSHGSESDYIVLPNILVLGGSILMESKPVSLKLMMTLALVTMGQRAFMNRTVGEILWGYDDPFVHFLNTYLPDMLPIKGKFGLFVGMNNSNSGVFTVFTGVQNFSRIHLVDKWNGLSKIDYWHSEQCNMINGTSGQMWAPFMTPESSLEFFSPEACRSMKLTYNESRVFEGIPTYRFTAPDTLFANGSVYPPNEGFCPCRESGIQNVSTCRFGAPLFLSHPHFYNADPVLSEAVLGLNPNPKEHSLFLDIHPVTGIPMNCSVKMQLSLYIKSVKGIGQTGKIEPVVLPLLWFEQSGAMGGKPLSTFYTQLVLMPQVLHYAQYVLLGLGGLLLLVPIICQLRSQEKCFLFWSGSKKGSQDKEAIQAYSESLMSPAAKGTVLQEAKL
# CAL PDZ FP-2 = CAL PDZ (human) peptide binding inhibition | Q9HD26 | purified CAL PDZ, TMR-peptide fluorescence polarization, 1 h | inhibition, % at 24.9 µM | 0.92% of 300,000 active | AID 602252;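 active = mean inhibition of at least 30% with at least half of replicates also reaching 30%; inconclusive = no clear call, values can overlap the other calls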;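 note: 0% = DMSO neutral control and 100% = excess unlabeled competitor peptide PRC23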
# SR-BI uptake up = activators of SR-BI mediated HDL lipid uptake; activation, % at 12.5 µM; CHO ldlA[mSR-BI] cells, DiI-HDL uptake fluorescence, 3 h; 100 = double the neutral-control signal; AID 504775; 0.096% of 320,000 active;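 active = mean replicate activation of at least 60% and every replicate at or above 60%; inconclusive = mean or all-replicate condition met, but not both; inactive = mean below 60% and not all replicates reaching 60%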;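 note: 0% = median plate neutral-control signal and 100% = twice that signal; values of inactives mirror those of a sister screen read the other way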
#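 system = CHO ldlA[mSR-BI] cells, LDL receptor-null, SR-BI overexpressing | medium = Ham's F12 with 0.5% BSA, HEPES 25 mM, pH 7.4 | probe or stimulus = DiI-HDL 10 µg/mL | compound dosing = single-point compound dose | incubation = compound exposure 3 h, 37 °C | technique = DiI fluorescence, bottom read | read-out = cell-associated DiI fluorescence as measure of HDL uptake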
# PfHsp90 set2 = inhibits growth of yeast expressing Plasmodium falciparum Hsp90; S. cerevisiae expressing PfHsp90, BacTiter-Glo ATP, 48 h; yeast lacking PDR1 and PDR3 efflux regulators; inhibition, % at 9.4 µM; 0.32% of 310,000 active; AID 504621;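 active = every replicate shows inhibition above about 80%, whatever the replicate mean, limit read from the data; inconclusive = mean inhibition reaches the set limit but some replicate falls short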;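 note: 0% = DMSO neutral controls and 100% = 20 µM radicicol positive controls; yeast relying on Plasmodium falciparum Hsp90 in place of its own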
# PvdQ inh = P. aeruginosa PvdQ acylase inhibition | inhibition, % at 10 µM | AID 488965 | 0.063% of 340,000 active | purified PvdQ acylase, fluorescence plate reader; in the data active = inhibition above about 30%, passing the limit was not always enough; inconclusive = no clear call, values can overlap the other calls;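 note: 0% = vehicle neutral wells and 100% = reference inhibitor wells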
# * hit, by the source's call; ? = inconclusive; · = not tested or not shown.
# Second line of a record: Rtt109 HAT inh	CAL PDZ FP-1	NSD2 HMT inh	MITF TRPM1 HTS	dFosB act	SR-BI HDL uptake	CAL PDZ FP-2	SR-BI uptake up	PfHsp90 set2	PvdQ inh
- COc1ccc(S(=O)(=O)N2CC3C4C=CC(C4)C3C2)cc1 (stereo unspecified)
  2.3	-2.0	-3.4	-29.4	2.7	-13.1	-2.3	13.1	-0.1	8.9
- OC1COC(OCC2OC(OCc3ccccc3)C(O)C(O)C2O)C(O)C1O (stereo unspecified)
  -7.0	0.5	·	-1.3	6.3	-3.3	0.3	3.3	1.1	-2.1
- O=C1Nc2ccc(Br)cc2/C1=N\N=C\C1=C(N2CCOCC2)C(=C/c2ccccc2)/CC1
  -0.2	0.0	-1.5	-26.2	-2.3	100.0*	-1.0	-100.0	21.8	-11.9
- COc1ccc([N+](=O)[O-])cc1NC(=O)COC(=O)c1ccc(O)cc1
  -0.8	-0.9	0.1	-8.6	52.7*	1.0	3.8	-1.0	-5.0	-6.0
- Cc1ccccc1CN1[C@@H]2c3ccccc3C[C@@H]2OCCS1(=O)=O
  -2.7	0.0	·	4.8	-2.9	34.7	0.1	-34.7	28.8	-15.8
- CCOc1cc(CN2CCN(c3ccc(C(C)=O)cc3)CC2)ccc1OC
  -9.2	·	3.3	0.3	-16.6	4.2	-0.9	-4.2	·	4.5
- O=C(O)CCC(=O)Nc1cccc(-c2nc3ccccc3o2)c1
  0.8	0.0	-6.9	-3.7	-3.6	0.5	-1.5	-0.5	-27.5	-22.7
- COc1cccc(/C=N/N2C(=O)NC3(CCCCC3)C2=O)c1O
  -3.1	-0.3	-1.6	0.1	-11.4	2.7	-1.0	-2.7	5.9	-5.0
- CCn1c(C)[n+](CCCS(=O)(=O)[O-])c2cc(Cl)c(Cl)cc21
  -31.9	0.1	-0.5	-2.4	-0.9	3.4	0.1	-3.4	27.4	-21.2
- O=C(Cn1c2ccc(F)cc2c2nc3n(c(=O)c21)CCS3)N1CCCC1
  15.9	-2.5	·	7.0	-7.1	-31.6	·	31.6	1.0	6.2
- Cc1nonc1CN(C)C(=O)c1ccc(OC2CCN(Cc3ccccn3)CC2)cc1
  6.8	-0.4	-3.6	1.3	-5.4	-4.1	0.4	7.0	22.1	-13.6
- CCc1cc2cc(C)cc(C)c2nc1SCC(=O)Nc1cc(C)on1
  2.2	1.0	-0.9	-6.3	1.6	15.6	0.0	-15.6	6.0	-8.7
- CCCN(CCC)C(=O)Nc1ccc(F)cc1F
  -3.2	-0.2	-2.7	10.1	-8.7	·	-5.7	·	6.1	-11.1
- O=C(Nc1ncc([N+](=O)[O-])s1)c1ccc2c(c1)OCO2
  7.1	-0.7	28.5	-63.5	-5.1	3.6	-5.9	-3.6	53.3	7.6
- Cc1ccc(C)c(N(C)C(=O)c2ccc3c(=O)n4c(nc3c2)CCCCC4)c1
  -1.4	-1.3	-0.2	4.5	-11.6	4.7	-0.7	-4.7	11.0	-2.4
- COC1=NS(=O)(=O)c2ccccc21
  4.7	-0.7	4.2	-10.2	-1.9	-32.8	-8.1	32.8	-27.3	-12.1
- O=C1[C@H](Cc2ccccc2)NCCCC[C@@H](c2ccc(Cl)cc2)N1Cc1ccc(Cl)cc1
  -7.4	-0.1	·	5.4	-2.3	-21.6	-0.1	21.6	23.5	-1.4
- Cc1cccc(NC(=O)CSCC(=O)Nc2ccccc2N2CCCCC2)c1
  -3.7	-1.1	-0.7	5.3	-5.8	-16.1	0.3	16.1	-24.0	-9.5
- COc1ccc(C(=O)CN2C(=O)c3ccccc3C2=O)c(OC)c1
  24.3	-2.9	4.4	14.6	-5.8	19.7	4.6	-19.7	3.9	8.1
- Cc1c(-n2c(=S)[nH]c3ccccc3c2=O)c(=O)n(-c2ccccc2)n1C
  -7.4	0.0	-1.0	2.8	-3.0	-26.1	-6.6	26.1	-14.1	10.0
- Brc1ccc(OCCCCN2CCCCC2)cc1
  1.5	-1.5	6.5	-16.4	1.4	4.8	-1.3	-4.8	2.9	3.0
- COc1cccc(NC(=O)C2CC(=O)N/C(=N/NC(=O)c3ccc(C)cc3)S2)c1 (stereo unspecified)
  4.7	-0.6	-0.8	·	-10.7	-2.0	-4.3	2.0	-6.8	6.9
- O=C(CSc1nnc(-c2cccs2)n1-c1ccccc1)c1ccc2c(c1)OCCO2
  3.0	·	-1.1	-10.2	-2.5	2.0	-6.5	-2.0	-26.0	-18.9
- CC1=C(C(=O)Nc2cc(C(=O)N(C)Cc3ccccc3)ccc2C)SCCO1
  2.4	-2.8	16.6	-1.9	2.1	14.9	-1.5	-14.9	0.5	-10.0
- COC(=O)c1oc2ccc(Cl)cc2c1NC(C)=O
  7.1	-0.4	-2.4	·	-3.2	-13.4	0.0	13.4	·	11.8
- COc1ccc(C(=O)N/C(=C\c2cc(OC)c(OC)cc2[N+](=O)[O-])C(=O)NCC(=O)O)cc1
  2.3	-2.0	-9.9	-13.1	-7.4	-12.1	-4.9	12.1	-10.1	-3.8
- CCOc1ccc(-c2c(C)n([O-])c3c([n+]2=O)CCCCC3)cc1
  -2.2	-2.3	-1.7	-15.6	-5.7	-8.1	-11.6	8.1	·	-13.5
- O=C(NC1=NCCS1)c1ccncc1
  -11.2	-0.8	-2.3	7.5	-3.3	-19.9	-10.8	19.9	-1.0	-11.0
- Cc1cc(-n2c(SCC(=O)Nc3ccc(Br)cc3)nc3n[nH]c(C)c3c2=N)ccc1Cl
  4.2	-2.4	-1.4	-17.7	12.0	8.8	-3.2	-8.8	-10.8	-4.8
- COc1cc(OC)c(S(=O)(=O)Nc2ccccc2NC(=O)CN2CCOCC2)cc1NC(C)=O
  -21.2	-1.5	-3.8	-5.3	-10.0	-11.1	-3.4	11.1	11.4	-1.7

# Taken from the entries so far, 2 compounds:
# Second line of a record: Rtt109 HAT inh	CAL PDZ FP-1	NSD2 HMT inh	MITF TRPM1 HTS	dFosB act	SR-BI HDL uptake	CAL PDZ FP-2	SR-BI uptake up	PfHsp90 set2	PvdQ inh
- Cc1cc(-n2c(SCC(=O)Nc3ccc(Br)cc3)nc3n[nH]c(C)c3c2=N)ccc1Cl
  4.2	-2.4	-1.4	-17.7	12.0	8.8	-3.2	-8.8	-10.8	-4.8
- COc1cc(OC)c(S(=O)(=O)Nc2ccccc2NC(=O)CN2CCOCC2)cc1NC(C)=O
  -21.2	-1.5	-3.8	-5.3	-10.0	-11.1	-3.4	11.1	11.4	-1.7

# New compounds follow.
# Second line of a record: Rtt109 HAT inh	CAL PDZ FP-1	NSD2 HMT inh	MITF TRPM1 HTS	dFosB act	SR-BI HDL uptake	CAL PDZ FP-2	SR-BI uptake up	PfHsp90 set2	PvdQ inh
- O=C(COC(=O)/C=C/c1ccc2ccccc2n1)NNC(=O)c1ccc([N+](=O)[O-])cc1
  -1.7	-0.4	-0.9	21.6	-2.3	25.3	-2.1	-25.3	·	-12.5
- Cc1cc(C)n(CC(=O)N2CCCC(N3CCN(c4ccccc4C)CC3)C2)n1 (stereo unspecified)
  22.7	-2.1	-0.2	-12.5	-10.9	47.0	-1.5	-47.0	0.6	12.1
- CCCCNC(=O)CN(Cc1ccco1)S(=O)(=O)c1ccc(C(C)=O)cc1
  -0.9	-0.2	-1.2	·	-0.8	-19.1	-6.6	19.1	-13.5	-19.1
- CC(=O)Nc1ccc(NC(=O)C2CCCN(c3nnc(-n4cccc4)s3)C2)cc1 (stereo unspecified)
  0.3	-1.2	0.1	5.4	30.6*	·	0.2	·	-5.7	-13.2
- CCn1c(SC(C)C(=O)OC)nnc1-c1c[nH]c2ccccc12 (stereo unspecified)
  5.7	-2.1	·	-10.4	-10.4	-7.1	-5.5	7.1	7.8	-7.9
- O=C(O)CC1S/C(=N\N=C/c2ccccc2)N(c2ccc(O)cc2)C1=O (stereo unspecified)
  -0.3	0.5	-1.3	-11.9	-0.8	5.3	-3.0	-5.3	-1.3	5.5
- Cc1ccc(C2=NN(S(C)(=O)=O)C(c3cccs3)C2)cc1 (stereo unspecified)
  0.3	-0.5	2.2	?	-2.2	-3.2	-0.5	3.2	-16.3	-22.5
- O=C(CNC(=O)C1CCCCC1)NNC(=O)c1ccccc1Br
  7.1	-1.4	-2.7	11.1	-2.8	-37.9	-1.8	37.9	-7.3	5.5
- O=C(NCCN1CCOCC1)c1ccc(S(=O)(=O)Nc2ccccc2)cc1
  12.9	-0.5	-1.2	1.2	2.3	-3.7	5.3	3.7	8.0	-3.7
- O=S(=O)(Nn1cnnc1)c1ccc2ccccc2c1
  6.8	0.5	-1.1	2.7	-6.6	-3.2	1.6	3.2	8.8	3.1
- CC(C)(Oc1ccc(Cl)cc1)C(=O)Nc1ccc2oc(-c3ccncc3)nc2c1
  7.7	0.4	-1.5	-5.0	-6.0	60.1	-6.3	-60.1	16.4	-9.7
- Cc1cccnc1NC(=O)Nc1ccccc1
  -9.0	-4.2	0.2	?	-7.6	0.4	-0.6	-0.4	-21.0	-5.5
- Cc1nc([N+](=O)[O-])cn1CC(=O)Nc1ccc([N+](=O)[O-])cc1
  -5.6	-0.8	-1.5	·	6.1	-5.9	2.4	5.9	11.5	-8.0
- CCOc1ccc(NS(=O)(=O)c2ccc(NC(C)=O)c(OC)c2)cc1
  2.9	0.6	-0.7	·	-2.4	1.7	-5.1	-1.7	7.4	-14.9
- COc1ccc(OC)c(NC(=O)C(Sc2ccccc2)c2ccccc2)c1 (stereo unspecified)
  -1.3	-1.0	-2.0	12.9	1.0	20.8	-1.2	-20.8	8.5	-3.4
- CCCCCCCn1ccc(=N)cc1
  -3.0	-2.1	0.0	-38.1	-8.1	-24.0	-0.6	24.0	20.5	-16.5
- Cc1cc(N2CCN(c3ccccc3)CC2)nc(-c2ccccc2O)n1
  3.8	0.4	·	-8.7	-1.2	39.4	1.1	-39.4	8.2	-8.0
- Cc1[nH]c2ccccc2c1C(=O)C(=O)N1CCOCC1
  -1.8	-2.9	-4.7	-11.8	2.5	-8.3	-1.8	8.3	-12.2	-17.0

# 2 of the compounds above, as tab-separated lines.
Compound	Rtt109 HAT inh	CAL PDZ FP-1	NSD2 HMT inh	MITF TRPM1 HTS	dFosB act	SR-BI HDL uptake	CAL PDZ FP-2	SR-BI uptake up	PfHsp90 set2	PvdQ inh
COc1cc(OC)c(S(=O)(=O)Nc2ccccc2NC(=O)CN2CCOCC2)cc1NC(C)=O	-21.2	-1.5	-3.8	-5.3	-10.0	-11.1	-3.4	11.1	11.4	-1.7
O=C(COC(=O)/C=C/c1ccc2ccccc2n1)NNC(=O)c1ccc([N+](=O)[O-])cc1	-1.7	-0.4	-0.9	21.6	-2.3	25.3	-2.1	-25.3	·	-12.5
